ZTA counter: ZTA (EBV) inhibition in EBNA-1 counter-screen; P03206; ZTA-DNA binding, fluorescence polarization; inhibition, % at 11 µM; 320,000 compounds, 0.15% hits; in the data active = inhibition above about 33%
LYPLA1 inh: counter-screen for PME1 inhibitors: inhibitors of human LYPLA1; O75608; recombinant LYPLA1, FP-Rh probe fluorescence polarization; inhibition, % at 5.9 µM; 320,000 compounds, 0.16% hits;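 active = inhibition above the mean of all tested compounds plus 3 SD, set per campaign, cut at about 14% in these data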;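 also: inhibitors block serine hydrolase probe labeling of LYPLA1 so polarization falls; 0% = enzyme with DMSO and 100% = wells lacking LYPLA1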
PAFAH1B3 FP inh: blocks human PAF acetylhydrolase 1B catalytic subunit 3. AID 492972. Q15102. 340,000 compounds, 0.28% hits. inhibition, % at 3.39 µM. recombinant PAFAH1B3, FP-rhodamine probe, fluorescence polarization;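 active = inhibition above the screen-wide average of all tested compounds plus 3 SD, cut at about 25% in these data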;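 also: 0% = enzyme with DMSO only and 100% = wells lacking PAFAH1B3 protein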
PAFAH1B2 inh: blocks human PAF acetylhydrolase 1b catalytic subunit 2 | recombinant PAFAH1B2, FP-rhodamine activity probe, fluorescence polarization | inhibition, % at 3.39 µM | 340,000 compounds, 1.2% hits | AID 492953;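 active = inhibition above the mean of all tested compounds plus 3 SD, cut at about 24% in these data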;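 also: 0% = enzyme with DMSO and 100% = wells lacking PAFAH1B2; many of its hits are not listed in these tables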
EBNA-1 inhibitor: blocks EBNA-1 binding to DNA | EBNA-1 DNA binding, fluorescence polarization | inhibition, % at 14.8 µM | 300,000 compounds, 0.34% hits | AID 1950; in the data active = inhibition above about 28%
pPAFAH inh: pPAFAH (human) enzyme inhibition. Q13093. recombinant pPAFAH, FP-rhodamine probe fluorescence polarization. inhibition, % at 3.39 µM. 330,000 compounds, 1.5% hits. AID 463082;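 active = inhibition above the mean inhibition across the screen plus 3 SD, cut at about 25% in these data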;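 also: inhibitors block binding of the rhodamine activity-based probe so polarization drops; 0% = enzyme with DMSO and 100% = wells lacking pPAFAH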
PAFAH2 FP inh: inhibitors of human PAFAH2; Q99487; recombinant PAFAH2, FP-rhodamine activity probe, fluorescence polarization; inhibition, % at 3.39 µM; 340,000 compounds, 0.99% hits;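 active = inhibition above the mean over all tested compounds plus 3 SD, cut at about 30% in these data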;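 also: inhibitors block probe labeling of enzyme so polarization drops; 0% = enzyme with DMSO and 100% = wells lacking PAFAH2 protein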
LYPLA2 counter: counter-screen for PME1 inhibitors: inhibitors of human LYPLA2 | O95372 | recombinant LYPLA2, FP-Rh probe fluorescence polarization | inhibition, % at 5.9 µM | 320,000 compounds, 0.38% hits | AID 2177;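 active = inhibition above the screen-wide mean plus 3 SD, limit set per campaign, cut at about 26% in these data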;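 also: 0% = LYPLA2 with DMSO and 100% = wells lacking LYPLA2 enzyme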
Target sequence (O95372 whole entry, looked up): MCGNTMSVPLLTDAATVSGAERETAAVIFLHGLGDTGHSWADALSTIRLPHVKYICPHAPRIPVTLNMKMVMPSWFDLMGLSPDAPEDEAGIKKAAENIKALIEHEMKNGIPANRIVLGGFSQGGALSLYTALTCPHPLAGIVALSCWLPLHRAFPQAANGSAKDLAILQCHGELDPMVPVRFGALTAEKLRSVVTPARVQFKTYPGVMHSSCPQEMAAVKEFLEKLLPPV
PREPL inhibitor: inhibitors of human prolyl oligopeptidase-like enzyme PREPL | Q4J6C6 | recombinant PREPL, fluorescence polarization activity-based probe | inhibition, % at 5.96 µM | 320,000 compounds, 0.68% hits | AID 2751; in the data active = inhibition above about 43%;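 also: 0% = enzyme with DMSO and 100% = wells lacking enzyme; many of its hits are not listed in these tables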
Target sequence (Q4J6C6 whole entry, looked up): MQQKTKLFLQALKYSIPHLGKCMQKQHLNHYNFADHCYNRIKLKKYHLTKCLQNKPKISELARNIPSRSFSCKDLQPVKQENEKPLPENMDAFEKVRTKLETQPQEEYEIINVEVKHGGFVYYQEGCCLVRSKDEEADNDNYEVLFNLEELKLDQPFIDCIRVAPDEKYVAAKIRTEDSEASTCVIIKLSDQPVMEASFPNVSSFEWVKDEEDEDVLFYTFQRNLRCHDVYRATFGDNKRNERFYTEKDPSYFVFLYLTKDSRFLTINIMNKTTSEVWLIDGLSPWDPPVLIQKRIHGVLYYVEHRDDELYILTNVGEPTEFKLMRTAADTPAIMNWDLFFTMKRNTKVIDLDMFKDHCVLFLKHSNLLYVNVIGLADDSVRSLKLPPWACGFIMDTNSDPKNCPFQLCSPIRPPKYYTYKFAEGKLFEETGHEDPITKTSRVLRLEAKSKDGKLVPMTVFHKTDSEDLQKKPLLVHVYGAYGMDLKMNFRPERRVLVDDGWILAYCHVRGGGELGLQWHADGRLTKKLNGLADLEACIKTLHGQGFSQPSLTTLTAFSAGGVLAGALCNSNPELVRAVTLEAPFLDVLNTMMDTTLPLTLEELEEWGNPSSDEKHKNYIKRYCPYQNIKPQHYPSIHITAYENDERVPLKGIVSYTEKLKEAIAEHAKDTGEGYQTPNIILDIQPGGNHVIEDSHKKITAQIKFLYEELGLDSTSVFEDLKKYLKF
An asterisk follows results filed as active; . = not tested or not shown. Only part of the results is shown, so the mix of outcomes need not match the whole.

structure	ZTA counter	LYPLA1 inh	PAFAH1B3 FP inh	PAFAH1B2 inh	EBNA-1 inhibitor	pPAFAH inh	PAFAH2 FP inh	LYPLA2 counter	PREPL inhibitor
FC(F)(F)c1cccc(N2CCc3cn[nH]c32)c1	-19.0	3.2	5.2	4.4	8.4	12.3	3.2	6.2	26.4
C/C(=N/NC(=O)c1cc(-c2cccc([N+](=O)[O-])c2)n[nH]1)c1cccc(O)c1	25.9	-7.9	2.4	-0.1	22.6	3.8	-0.8	-18.1	7.7
O=C(O)C(CO)(c1ccccc1)c1ccccc1	-7.4	-3.1	8.7	-7.7	3.1	1.6	-6.5	0.4	15.2
CC(C)Oc1cccc(C2NC(=O)c3ccccc3O2)c1 (stereo not given)	13.9	-0.8	9.0	1.2	3.6	0.7	1.3	3.2	-4.9
O=C(Nc1ccccc1[N+](=O)[O-])c1cc(S(=O)(=O)Nc2ccccn2)ccc1Cl	4.7	-5.4	2.0	5.0	-11.3	-1.2	6.1	-4.8	8.3
Cc1ccc(N(C)S(=O)(=O)c2cccc(C(=O)NCC(c3ccco3)N3CCCC3)c2)cc1 (stereo not given)	-8.1	1.5	6.0	0.0	.	5.2	0.5	-0.2	2.5
Cc1ccc(C2c3[nH]c4ccccc4c3C[C@H]3C(=O)N(c4ccccc4C(=O)N4CCC[C@H]4C(=O)O)C(=O)N23)cc1 (stereo not given in full)	18.2	-5.0	6.3	5.3	10.9	2.4	-0.2	4.1	3.4
CS(=O)CCC(NS(=O)(=O)c1ccccc1)C(=O)O (stereo not given)	0.2	2.4	8.1	9.9	-8.0	-1.8	0.5	8.5	11.9
Brc1cccc(C=Nc2cccc3ncccc23)c1	3.0	-0.9	-5.6	4.5	0.3	2.7	-7.8	-0.5	-0.5
CSc1ncc(Cl)c(C(=O)Nc2cccnc2)n1	-7.8	3.3	9.3	4.1	-19.4	2.0	2.9	2.2	4.0
O=C1Nc2ccccc2OC1CC(=O)N1CCN(c2cccc(C(F)(F)F)c2)CC1 (stereo not given)	-0.5	3.5	8.1	2.7	-3.3	3.1	-8.8	21.8	-19.6
CCCNC(=O)c1ccccc1NC(=O)c1cccc(-n2cnnn2)c1	14.0	-3.8	-4.0	4.1	.	-4.1	-1.4	-1.2	1.6
Cc1nnc(NC(=O)CSc2nnc(Cc3cccn3C)n2CCc2ccccc2)s1	9.1	3.5	3.4	6.9	1.7	-5.0	-5.8	3.2	4.0
OCCOCCn1c(C2CCCN2c2nc(-c3ccc(F)cc3)cs2)nc2cc(C(F)(F)F)ccc21 (stereo not given)	7.8	-0.8	14.2	5.7	12.3	9.4	-2.4	3.6	20.3
CCOC(=O)C1CCN(Cc2cnc(NC(=O)OC)s2)CC1	10.1	-1.4	6.1	1.1	4.0	2.9	12.1	-0.1	-10.8
CCOC(=O)N1CCN(CC(O)COc2c(OC)cccc2OC)CC1 (stereo not given)	-6.9	-1.9	2.6	-1.9	0.0	-2.2	4.6	1.2	0.5
Cc1ccccc1CC1(CO)CCCN(Cc2cn[nH]c2-c2ccccc2)C1 (stereo not given)	-4.9	-0.9	-2.3	-7.6	-3.4	3.8	2.1	-2.7	-8.6
Cc1cc(C)cc(OCC(=O)NCc2nc(-c3ccccc3)no2)c1	0.6	-2.5	11.3	3.5	-8.0	0.2	0.3	-5.8	-5.4
CCOC(=O)c1nn(-c2ccccc2)c(=O)cc1SC1CCCCC1	-7.0	-1.3	0.6	11.5	-2.0	1.7	4.9	-7.1	-3.1
CCOC(=O)c1c(N)nn(C(C)=O)c1-c1ccccc1	0.5	2.9	-0.4	1.7	10.1	-1.2	-5.2	5.9	5.0
O=C(CN1C(=O)NC2(CCOc3ccccc32)C1=O)N1CCCCC1 (stereo not given)	.	.	-12.1	-0.3	.	0.4	-3.7	.	2.6
O=C1[C@@H](c2ccccc2)[C@@H](c2ccccc2)N1c1cccnc1	.	.	6.4	6.3	.	0.9	-7.8	.	.
CC(C)c1ccc(NC(=S)NN2CCOCC2)cc1	7.7	-3.4	5.5	3.6	5.8	-0.5	-3.8	0.8	-4.0
Cc1ccc(S(=O)(=O)NCC(=O)NCC(=O)OCC(=O)N2CC(=O)Nc3ccccc32)cc1C	-17.8	3.5	21.9	-0.2	0.5	4.6	8.5	12.1	4.5
Cc1cc2nc(CCN(C(=S)NCC3CCCO3)C3CCCC3)[nH]c2cc1C (stereo not given)	7.2	-0.4	18.7	-3.2	4.7	4.8	5.7	10.1	6.0

Brought forward from above: 3 compounds; new compounds follow.
structure	ZTA counter	LYPLA1 inh	PAFAH1B3 FP inh	PAFAH1B2 inh	EBNA-1 inhibitor	pPAFAH inh	PAFAH2 FP inh	LYPLA2 counter	PREPL inhibitor
CC(C)c1ccc(NC(=S)NN2CCOCC2)cc1	7.7	-3.4	5.5	3.6	5.8	-0.5	-3.8	0.8	-4.0
Cc1ccc(S(=O)(=O)NCC(=O)NCC(=O)OCC(=O)N2CC(=O)Nc3ccccc32)cc1C	-17.8	3.5	21.9	-0.2	0.5	4.6	8.5	12.1	4.5
Cc1cc2nc(CCN(C(=S)NCC3CCCO3)C3CCCC3)[nH]c2cc1C (stereo not given)	7.2	-0.4	18.7	-3.2	4.7	4.8	5.7	10.1	6.0
COc1cc2c(cc1OC)CN(C(=O)c1ccc(N3CCCC3)c([N+](=O)[O-])c1)CC2	0.5	3.9	3.4	1.8	1.2	9.4	0.8	5.8	4.3
CC(=O)C12CCCCC1CC1C3CC(C)C4(O)CC(=O)CCC4(C)C3CCC12C (stereo not given)	-18.4	1.2	-5.3	10.4	1.5	0.4	-1.7	-3.7	3.2
COCCNC(=O)c1ccccc1N(Cc1ccccc1)S(=O)(=O)c1ccccc1	4.3	-1.2	.	.	-5.0	0.9	.	-3.9	3.2
Cc1ccc2cc(/C=N/NC(=O)c3ccc(F)cc3)c(Cl)nc2c1	3.8	8.7	4.9	0.0	-0.1	-2.3	1.6	9.2	-3.1
COc1cccc2c(=O)ccoc12	-7.1	1.7	8.6	5.4	3.2	-0.2	-1.6	3.2	12.4
Oc1c(C(c2ccccn2)N2CCOCC2)ccc2cccnc12 (stereo not given)	2.0	3.0	12.0	0.4	3.9	1.4	6.1	0.1	20.8
CSCc1cc(N2CCOCC2)nc(SCc2ccc(Cl)c(Cl)c2)n1	-11.0	-6.1	10.4	-0.1	10.4	8.6	0.8	-7.5	26.9
CC(CCc1ccccc1)NC(=O)c1ccc(NC(=O)c2ccc(Cl)cc2Cl)cc1 (stereo not given)	-3.7	-1.2	7.8	0.7	6.6	-4.5	-2.9	-3.0	7.2
Cc1nc(SCC(=O)Nc2nc3ccccc3s2)c(C#N)c(C)c1C	19.5	0.7	5.1	-2.3	22.8	3.1	-8.5	-10.3	8.3
O=C(COC(=O)CCOc1ccccc1)NCCc1ccccc1	0.2	-0.4	0.2	9.1	2.5	20.1	1.7	-1.0	10.5
OCCCn1c(-c2ccccc2)n[nH]c1=S	-9.2	2.2	-1.7	4.2	10.9	-1.6	4.1	2.5	-3.5
Cc1ccc2c(c1)sc(C)[n+]2CCCS(=O)(=O)[O-]	-5.3	-0.6	6.5	-6.1	-8.7	-7.4	3.5	-11.3	5.3
O=C(Nc1sc2c(c1C(=O)NCC(O)CO)CCCC2)c1ccccc1 (stereo not given)	-8.5	2.0	-4.6	2.7	-4.8	5.3	5.1	5.3	3.0
COCCN(C(=O)C(=O)NC1CCCC1)C(C(=O)NC1CCCC1)c1ccccc1F (stereo not given)	8.9	-0.5	1.9	10.1	5.9	-0.7	4.7	1.3	4.2
O=C(Nc1ccc(Oc2c(F)c(F)c(F)c(F)c2F)cc1)OC1CCN2Cc3ccccc3N=C12 (stereo not given)	-1.1	-3.5	-1.2	5.2	-4.0	11.6	-7.8	-8.4	12.0
O=C(CNC(=O)c1cccc(F)c1)OCc1cc(=O)n2cc(Br)ccc2n1	15.1	0.1	3.5	-1.1	-3.3	7.7	0.3	1.2	4.5
CCOC(=O)N1CCN(C(=O)COc2ccc3c(c2)C(=O)CC2(CCN(C(C)=O)CC2)O3)CC1	-11.9	-4.8	9.2	-1.5	-4.4	8.8	2.6	-5.3	20.2
Cc1cc(=O)oc2cc(OCC(=O)OCC(=O)Nc3ccccc3C(C)C)ccc12	-10.5	1.8	-0.1	-4.6	-13.9	-6.5	4.4	-0.8	6.7
N#CCC(=O)N/N=C/c1ccc(OCC(=O)Nc2ccc(F)cc2)cc1	7.4	-16.5	4.6	0.3	-6.5	3.9	-12.1	-12.3	-10.4
Cc1ccc(S(=O)(=O)N2CCOCC2)cc1NC(=O)CSc1ncccn1	-4.9	1.0	3.2	-0.2	-2.4	3.4	-0.6	5.3	4.5
CC(C)(C)C1=NN(c2ccc([N+](=O)[O-])cc2)C(c2ccccc2)C1 (stereo not given)	-8.4	2.1	-6.8	-0.3	-2.9	-2.3	-6.3	0.7	-9.9
CC1(c2nnc(-c3cccc(Cl)c3)o2)CC(c2ccccc2Br)=NO1 (stereo not given)	-7.9	-1.1	3.3	3.7	3.5	4.5	-2.6	-1.3	-5.8
FC(F)(F)c1cc(-c2ccccc2)nc(N2CCOCC2)n1	11.0	0.1	3.1	3.6	-4.5	0.8	-8.0	-2.2	-4.3
CC1(C)Oc2ccc3ccc(=O)oc3c2/C(=C/NNC(N)=O)C1=O	-1.0	2.0	4.0	5.8	-3.8	0.7	0.1	0.0	2.4
O=C1NCCCC1C(=O)N1CCN(C(c2ccccc2)c2ccccc2)CC1 (stereo not given)	-13.5	3.7	3.7	3.7	0.7	-0.6	1.8	3.4	4.1
O=C(O)Cc1n[nH]c(=O)c2ccccc12	5.2	1.2	-7.0	0.4	7.0	-0.1	-9.2	2.5	9.9

Record cards (already shown). Order of values: ZTA counter | LYPLA1 inh | PAFAH1B3 FP inh | PAFAH1B2 inh | EBNA-1 inhibitor | pPAFAH inh | PAFAH2 FP inh | LYPLA2 counter | PREPL inhibitor
CC1(C)Oc2ccc3ccc(=O)oc3c2/C(=C/NNC(N)=O)C1=O across the screens: -1.0 | 2.0 | 4.0 | 5.8 | -3.8 | 0.7 | 0.1 | 0.0 | 2.4
O=C(Nc1sc2c(c1C(=O)NCC(O)CO)CCCC2)c1ccccc1 (stereo not given) across the screens: -8.5 | 2.0 | -4.6 | 2.7 | -4.8 | 5.3 | 5.1 | 5.3 | 3.0

Compound activity as filed in PubChem.
